High-throughput results deposited in PubChem BioAssay by several laboratories.
NOD2 inhibition = inhibition of NOD2-driven NF-kB reporter – cell-based, luminescence, uHTS, HEK293 (AID 1566) | actives 0.63% (n = 290,000) | inhibition, % at 4 µM; hits with a dose series show EC50 in µM | HEK293 NOD2/NF-kB luciferase reporter, luminescence; higher % means a stronger effect; note: many of its hits are not listed in these tables
M1AAP inhibition = malaria alanyl aminopeptidase activity blockers – biochemical, fluorogenic H-Leu-NHMec substrate, 1536-well (AID 1445); recombinant M1AAP, H-Leu-NHMec fluorogenic kinetic assay; higher % means a stronger effect; one-dose inhibition, % at 30 µM; IC50 in µM for titrated hits; actives 0.42% (n = 220,000);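 active = primary inhibition above the hit cutoff, then over 50% inhibition at one or more dose response concentrations, cut at about 23% in these data, passing the limit was not always enough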;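 note: plate controls were DMSO full reaction for no effect and no enzyme background for full effect; strong numbers were not always called active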
AID2073 = inhibitors of Mint1-CaV2.2 protein interaction, biochemical, HTRF (AID 2073); one-dose inhibition, % at 20 µM; IC50 in µM for titrated hits; HTRF protein-protein interaction, Mint1-CaV2.2; higher % means a stronger effect; actives 0.19% (n = 290,000); in the data active = inhibition mostly above about 51%, no sharp cut-off; note: some results filed as inactive read as strong as hits
KOR beta-arrestin-1 = KOR agonists, beta-arrestin recruitment, primary screen, cell-based, luminescence, uHTS (AID 1777) | KOR beta-arrestin recruitment, luminescence; higher % means a stronger effect | activation, % at 10 µM, or EC50 in µM where a hit was titrated | actives 0.02% (n = 280,000); in the data active = activation above about 50%, passing the limit was not always enough; note: a part of the inactive calls stands beside numbers as strong as those of hits
M17LAP inhibition = P. falciparum M17LAP inhibitors, primary screen, biochemical, fluorogenic H-Leu-NHMec substrate, 1536-well (AID 1619) | recombinant M17LAP, H-Leu-NHMec fluorogenic kinetic assay; higher % means a stronger effect | actives 0.38% (n = 220,000) | inhibition, % at 30 µM, or IC50 in µM where a hit was titrated;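 active = compound inhibiting the enzyme by more than half at any dose during confirmatory dose-response retesting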;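 note: plate controls were full reaction with DMSO carrier for no effect and no enzyme background for full effect; strong numbers were not always called active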
Dynein transport = blocks dynein driven cargo transport along microtubules; 3617.4 mouse cells, GR-EGFP nuclear translocation imaging; test concentration mostly 20 µM; stimulated with dexamethasone, 1 µM; stronger effect = lower value; z-score, hits read low; actives 0.47% (n = 220,000); AID 1381;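 active = plate z-score of nuclear minus cytoplasmic receptor signal below a set negative limit, without overly bright fluorescence or cell loss, cut at about -3.5 in these data, passing the limit was not always enough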;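 note: z-score of nuclear minus cytoplasmic ring GR-EGFP intensity difference per well; some compounds called inactive have numbers as strong as hits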
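medium = tetracycline-free induction medium containing charcoal-stripped FBS | also added = 1.0 µM final dexamethasone stimulus | schedule = 48 h induction, 1 h compound, 30 min dex at 37 °C | technique = fixed, Hoechst-stained cells imaged at 10x for EGFP | measure = GR-EGFP nuclear translocation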
NOD1 inhibition = NOD1 signaling inhibitors, primary screen, cell-based, luminescence, uHTS (AID 1578); NOD1-driven NF-kB luciferase reporter cells, luminescence; higher % means a stronger effect; inhibition, % at 4 µM, or EC50 in µM where a hit was titrated; actives 1% (n = 290,000); in the data active = inhibition mostly above about 36%, no sharp cut-off; inactive = mostly below about 34%;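 note: HEK-293T reporter cells stimulated with the NOD1 agonist gamma-tri-DAP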
GPR55 beta-arrestin = GPR55 agonists via beta-arrestin recruitment, primary screen, imaging, U2OS cells, beta-arrestin-GFP redistribution (AID 1961). U2OS GPR55 beta-arrestin-GFP redistribution imaging; higher % means a stronger effect. actives 0.048% (n = 290,000). one-dose activation, % at 10 µM; EC50 in µM for titrated hits;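 active = activation above 40% with more than 50 cells counted in the well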;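 note: U2OS osteosarcoma cells stably expressing GPR55 and beta-arrestin-GFP; plate controls were DMSO negative control for no effect and LPI positive control for full effect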
KOR beta-arrestin-2 = kappa opioid receptor blockers – cell-based, luminescence, uHTS (AID 1778); inhibition, % at 10 µM, or IC50 in µM where a hit was titrated; actives 0.091% (n = 290,000); KOR beta-arrestin recruitment, luminescence, antagonist mode; higher % means a stronger effect; note: strong numbers were not always called active
Dynein transport cytoplasmic EGFP = second read-out of Dynein transport, no call of its own (marks repeat the call); z-score; measured here: cytoplasmic GR-EGFP intensity; stronger effect = higher value
Dynein transport nuclear GR-EGFP = second read-out of Dynein transport, no call of its own (marks repeat the call); z-score; measured here: nuclear GR-EGFP intensity;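 lower value marks the stronger effect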
Dynein transport cell count = also measured in Dynein transport; calls as there; z-score; measured here: cell count per field
Starred values were filed as active, the others as inactive; · = not tested or not shown; [ ] = dose if it differs, or a comment. Cut-off read from the data, not from the text of the source, unless noted: active = inhibition above about 50%; inactive = the rest. A portion of the library; count on the stated rates, not on these rows.

NOD2 inhibition | M1AAP inhibition | AID2073 | KOR beta-arrestin-1 | M17LAP inhibition | Dynein transport | Compound | Dynein transport cytoplasmic EGFP | Dynein transport nuclear GR-EGFP | Dynein transport cell count | NOD1 inhibition | GPR55 beta-arrestin | KOR beta-arrestin-2
-2.1% | 1.7% | 28.6% | 9.5% | -8.9% | 1.24 | NC(=O)c1c(N)sc2c1CCCCC2 | -0.013 | 1.11 | -0.498 | -16.5% | -0.6% | -14.1%
11.8% | 3.2% | 4.6% | 1.3% | -10.2% | -1.34 | CN1/C(=C\C(=O)COC(=O)c2ccccc2O)C(C)(C)c2ccccc21 | -0.18 | -0.49 | 0.91 | -2.6% | 1.67µM* | 12.0%
18.7% | 1.5% | 12.0% | -3.2% | -5.6% | -1.02 | COc1ccc(S(=O)(=O)c2nnn(-c3ccccc3Cl)c2N)cc1 | 0.0254 | -0.503 | 0.706 | 5.0% | 0.2% | 12.2%
14.3% | · | 6.7% | 6.1% | · | · | Cc1ccc(C2(C)NC(=O)N(CC(=O)N(Cc3ccccc3)C(C)(C)C)C2=O)cc1 (stereo not drawn) | · | · | · | -9.4% | -0.1% | -10.9%
1.3% | 7.5% | 3.0% | -3.2% | 3.5% | -0.402 | C#CCNC(=O)C1=C[C@H](c2ccc3c(c2)OCO3)[C@@H](CCCO)[C@H](OCC)O1 | -0.223 | 0.0723 | 0.587 | -16.1% | 0.1% | 0.6%
21.1% | -4.7% | -10.7% | -0.3% | -14.7% | -0.87 | Cc1nc(OCc2ccccc2)c2ccccc2n1 | -0.232 | -0.942 | 1.31 | 15.9% | 0.0% | 8.4%
8.9% | 10.3% | -3.6% | -3.4% | 7.6% | 0.177 | O=C(CSc1nnc(COc2ccccc2)o1)N1CCOCC1 | 1.83 | 0.592 | -0.227 | -14.1% | 0.1% | 11.4%
-90.0% | 2.0% | -3.9% | 5.0% | 8.8% | 0.316 | CCOc1ccc(NC(=O)c2cccs2)c([N+](=O)[O-])c1 | -0.171 | 0.374 | -0.972 | -27.5% | -0.1% | 17.5%
-10.9% | -4.6% | -12.5% | -3.9% | 11.3% | -0.344 | CCOC(=O)CNC(=O)CSc1nnc(Cn2cnc3ccccc32)n1C | -0.157 | -0.16 | 0.265 | -7.8% | -0.2% | 14.9%
-11.0% | · | 9.9% | -2.9% | · | · | C[C@@H]1CC2[C@@H]3CC[C@H]4CC(=O)CC[C@]4(C)C3=CC[C@]2(C)[C@@]1(O)C(=O)CO (stereo partly drawn) | · | · | · | -10.2% | 0.2% | 9.5%
-0.1% | -2.7% | 13.5% | 2.3% | 4.1% | -0.928 | Oc1c(C(c2ccccn2)N2CCC(Cc3ccccc3)CC2)cc(Cl)c2cccnc12 (stereo not drawn) | 0.154 | -0.475 | 0.893 | 41.5% | -0.4% | -31.7%
10.3% | 2.9% | -2.5% | 4.2% | -1.0% | -0.813 | COC(=O)C1(C(C[N+](=O)[O-])c2ccco2)C(=O)NCC1c1ccccc1 (stereo not drawn) | -0.158 | -0.385 | 1.35 | -6.1% | -0.1% | 8.6%
15.1% | 9.3% | -13.3% | -3.1% | -0.2% | 0.591 | C(=N\Nc1nc(N2CCCC2)nc(N2CCCC2)n1)/c1ccncc1 | -0.24 | 0.496 | -0.207 | -20.1% | -0.4% | 21.8%
20.6% | 4.0% | 10.7% | -0.2% | -0.6% | -0.972 | CCOC(=O)c1cc(/C(C)=N/OC(=O)c2ccc(C(C)(C)C)cc2)on1 | -0.262 | -0.479 | 0.623 | 4.1% | 1.3% | 15.6%
12.4% | 0.9% | 18.2% | -5.9% | -12.6% | -0.692 | O=C(NCCN=C1NS(=O)(=O)c2ccccc21)c1ccc2nccnc2c1 | -0.173 | -0.32 | 0.953 | -7.8% | -0.4% | -36.5%
8.8% | 5.7% | -5.5% | -4.6% | -16.4% | -0.13 | CCN1CCN(C(c2cccs2)C(C)NS(=O)(=O)c2ccc(C)cc2)CC1 (stereo not drawn) | -0.0946 | -0.107 | 0.744 | -18.8% | -0.4% | -7.3%
-20.9% | · | 22.3% | -0.1% | · | · | Cc1ccc(-n2ncc3c(SCC(N)=O)ncnc32)cc1C | · | · | · | -30.8% | -0.1% | -60.6%[20 µM]
-4.0% | · | 8.8% | -7.2% | · | · | COc1ccccc1C(=O)NCCCNC(=O)c1cnccn1 | · | · | · | -28.2% | -0.2% | -2.0%
-1.1% | · | -2.3% | 0.3% | · | · | O=C(Cc1ccc(Br)cc1)Nc1ccc2[nH]ncc2c1 | · | · | · | -39.6% | 0.5% | -23.6%[20 µM]
-28.2% | 8.2% | 0.6% | 3.6% | -2.8% | 0.00919 | CC(NC(=O)CCCCCCN1C(=O)c2ccccc2C1=O)c1ccc2c(c1)CCCC2 (stereo not drawn) | -0.245 | -0.248 | -0.0688 | -24.3% | 0.2% | 11.3%
-24.2% | 1.2% | -6.5% | -5.8% | -10.1% | 0.175 | Cc1nn(CCC#N)c(N)c1C1(O)C(=O)Nc2c(Cl)cc(Cl)cc21 (stereo not drawn) | -0.19 | -0.0227 | 0.12 | -6.9% | -0.1% | 8.8%
-2.1% | 19.0% | 15.1% | -3.5% | -32.6% | -0.348 | COc1cccc(C=Nc2ccccc2C(=O)Nc2nccs2)c1OC | -0.185 | 0.0315 | 0.598 | -2.5% | -0.1% | -8.5%
4.1% | · | 1.6% | -0.1% | · | · | O=C(O)CCNC(=O)/C(=C/c1ccco1)NC(=O)c1ccco1 | · | · | · | -33.5% | -0.3% | -62.2%[20 µM]
8.9% | -3.4% | 0.2% | -7.8% | -3.9% | -0.884 | COc1c(Cl)cc(Cl)cc1CNCCO | -0.248 | -0.503 | 0.879 | -25.2% | -0.1% | -18.1%[20 µM]
3.6% | · | 5.0% | 2.5% | · | · | CCCOc1ccc(/C=N/NC(=O)c2c(-c3ccccc3)noc2C)cc1OC | · | · | · | -27.0% | 0.4% | -2.1%
6.9% | 1.7% | 13.8% | 2.0% | 12.4% | 0.718 | COc1ccccc1Nc1ncnc2ccc(C)cc12 | 0.0815 | 0.315 | 0.15 | -0.9% | -0.2% | -1.1%
1.3% | 5.1% | 7.4% | 3.4% | 1.4% | 1.68 | COC(=O)Cn1cc(C(=O)OC)cc(Br)c1=O | -0.215 | 1.37 | -0.226 | -7.8% | -0.1% | 8.1%
3.5% | · | 0.1% | -4.4% | · | · | Cc1ccc(S(=O)(=O)N2CCN(C)CC2)cc1C | · | · | · | -40.5% | -0.1% | -7.2%
2.6% | · | 8.6% | -5.5% | · | · | Cc1ccc(N(CC(=O)N2CCN(c3ccc(F)cc3)CC2)S(=O)(=O)c2c(C)noc2C)cc1 | · | · | · | -21.8% | -0.2% | -6.3%
-15.1% | 3.3% | 10.3% | 13.2% | 6.1% | -0.296 | COc1ccc(COc2ccsc2C(=O)Nc2ccc(Cl)cc2)cc1 | -0.206 | -0.595 | 0.582 | -35.3% | 0.1% | -3.0%
-8.0% | · | -8.7% | -1.3% | · | · | Cc1ccc2nc(N3C(=O)C(O)=C(C(=O)c4ccco4)C3c3cccc(O)c3)sc2c1 (stereo not drawn) | · | · | · | -4.9% | 0.0% | -14.1%
8.1% | -3.0% | -2.2% | · | -3.5% | 0.257 | CC(C)Nc1nc(NC(C)C)nc(N(C#N)C(C)C(=O)N(C)C)n1 (stereo not drawn) | -0.148 | 0.0537 | -0.675 | -26.5% | 0.3% | -14.5%[20 µM]
3.5% | 5.5% | -3.6% | 4.8% | -2.8% | -0.235 | Clc1ccc(Cn2ncc3c(NCc4ccccc4)ncnc32)c(Cl)c1 | -0.195 | 0.873 | -0.795 | 16.4% | -0.2% | -11.0%
· | · | 11.0% | 10.3% | · | · | COc1ccc(C(=O)N2CCCC(N3CCN(c4ccccc4OC)CC3)C2)c(OC)n1 (stereo not drawn) | · | · | · | · | 0.3% | -10.6%
6.0% | 13.5% | -0.4% | -0.1% | -4.0% | -0.176 | CC12CCC(C[N+](C)(C)C1)C2(C)C (stereo not drawn) | -0.286 | -0.0902 | 0.242 | -28.8% | -0.4% | 21.8%
5.9% | 5.3% | -2.6% | 6.1% | 2.4% | 1.1 | COc1ccc2c(c1)[nH]c1c(N3CCSCC3)ncnc12 | -0.212 | 0.397 | -0.84 | 19.0% | 0.0% | 6.5%
-3.8% | · | 26.0% | -2.1% | · | · | Clc1cccc(CN2CCN(Cc3ccco3)CC2)c1 | · | · | · | 2.6% | -0.1% | -12.2%
5.8% | -0.5% | -9.8% | -4.2% | -1.1% | -0.439 | COc1ccc(C)cc1NC(=O)C(Sc1nnc(-c2cccs2)o1)c1ccccc1 (stereo not drawn) | -0.24 | -0.159 | 0.836 | -0.7% | 0.0% | 21.3%
7.3% | · | -7.8% | -1.1% | · | · | O=c1c2ccccc2ncn1Cc1ccc2c(c1)OCO2 | · | · | · | -42.6% | -0.2% | -0.3%
11.3% | -0.3% | 7.2% | 1.1% | 18.1% | 0.0141 | CCOc1ccc(-n2c(=O)c3c4c(sc3n(CC(=O)NCc3ccco3)c2=O)CCC4)cc1 | -0.232 | 0.28 | 0.319 | -27.8% | -0.1% | -0.5%
-0.4% | -1.9% | -4.4% | -0.5% | -3.0% | 0.481 | Cc1occc1-c1nnc(SCC(=O)N(C)C)o1 | 0.0679 | 0.00627 | -1.11 | 12.7% | 0.1% | -35.7%
12.4% | · | 4.7% | 1.9% | · | · | COC(=O)c1cc(OC(=O)c2ccc(=O)[nH]c2)cc(C(=O)OC)c1 | · | · | · | -25.3% | 0.2% | -29.4%
-4.7% | -0.1% | -7.5% | 2.1% | 5.6% | 0.115 | C/C=C(\C)C(=O)N1CC2(CC(c3cccc(NC(=O)COc4ccc(Cl)cc4)c3)=NO2)C[C@@H]1C(N)=O (stereo partly drawn) | -0.732 | 0.127 | -0.373 | -0.4% | 0.7% | 21.6%
1.3% | 7.8% | -10.2% | -2.6% | -6.1% | -0.804 | Cc1ccc(C(=O)COC(=O)CCC(=O)NC2CCCCC2)cc1C | -0.191 | -0.24 | 0.724 | -7.9% | -0.1% | -0.4%
